# Screening results deposited in PubChem BioAssay by several laboratories.
# RSV antiviral HEp-2 = RSV antiviral activity via CPE protection, HEp-2 cells, primary 10 µM value included (AID 2391). HEp-2 cells, RSV-induced CPE inhibition; higher % means a stronger effect. CPE inhibition, % at 10 µM, or IC50 in µM where a hit was titrated. 0.13% of 310,000 active; in the data active = a potency from the dose series; also: strong numbers were not always called active
# Salmonella PhoP GFP = inhibitors of PhoP regulon expression, primary screen, Salmonella Typhimurium, GFP reporter (AID 1863) | S. Typhimurium PhoP-regulated promoter GFP reporter, 4 h; higher % means a stronger effect | one-dose inhibition, % at 50 µM; IC50 in µM for titrated hits | 0.16% of 300,000 active;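 active = inhibition over 29.93%, a cutoff 3 SD above the screen mean, later confirmed by dose response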;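 also: 0% = low Mg2+ inducing control and 100% = high Mg2+ repressing control; strong numbers were not always called active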
# Large T inhibition = SV40 large T antigen inhibitors, biochemical (AID 1903); one-dose inhibition, % at 20 µM; IC50 in µM for titrated hits; SV40 large T antigen ATPase/helicase inhibition assay; higher % means a stronger effect; 0.39% of 310,000 active; in the data active = a potency from the dose series; also: strong numbers were not always called active
# bCat nuc transl = modulators of beta-catenin nuclear translocation, primary screen, imaging, HeLa cells, immunofluorescence, high-content; nuclear translocation activity, % at 5 µM; 0.3% of 190,000 active; AID 1665, 2009;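 active = nuclear translocation activity above 50% at 5 µM, with a well cell count of 50 or more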;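 also: per-cell ratio of nuclear to cytoplasmic median beta-catenin stain intensity; plate controls were DMSO negative control for no effect and GSK-3 inhibitor IX positive control for full effect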
#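 Signal – beta-catenin immunofluorescence imaging with DAPI · Test system – human HeLa cell line · Dosing – 5 µM primary single dose, 0.1% DMSO, 0.02–20 µM confirmation series · Measure – % activation, nuclear-to-cytoplasmic median beta-catenin signal ratio per cell · Incubation – 24 h compound exposure at 37°C, 5% CO2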
# West Nile virus CPE = West Nile virus antiviral activity, cell-based, CPE readout (AID 1621); West Nile virus-infected cells, CPE inhibition; higher % means a stronger effect; 0.02% of 290,000 active; CPE inhibition, % at 10 µM; hits with a dose series show IC50 in µM; in the data active = a potency from the dose series; also: strong numbers were not always called active
# T cell modulator = modulators of CD8 T cell-vesicle binding, primary screen, mouse 2C CD8+ T cells, flow cytometry | 2C CD8+ T cell-vesicle binding; hits give low values | calls only at 7 µM | 0.068% of 330,000 active | AID 2052, 2009;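 active = response, share of CD8 T cells binding vesicles, and their 90th percentile fluorescence all below set limits, cut at about 80% in these data, passing the limit was not always enough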
#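 Incubation: binding step 1.5 h, 37 °C, antibody labelling 20 min, ice; system: murine 2C transgenic CD8+ T lymphocytes; technique: cytometric PE anti-B7-1 and Alexa647 anti-CD8 signals after 1% paraformaldehyde fixation; also added: QL9-charged Drosophila Ld/ICAM-1/B7-1 vesicles; control set: naked versus QL9-loaded vesicles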
# Rac1 GTP hydrolysis = MgcRacGAP GTPase-activating activity inhibitors, confirmation, biochemical, ADP Hunter fluorescence; AID 624330, 2012; one-dose inhibition, % at 30 µM; IC50 in µM for titrated hits; 0.6% of 340,000 active; MgcRacGAP-stimulated Rac1 GTP hydrolysis, ADP Hunter fluorescence; higher % means a stronger effect; GST-tagged Rac1 F28L mutant substrate; Rac GTPase-activating protein 1 (Homo sapiens);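 active = first-screen hits whose inhibition reached a set limit at any dose in the follow-up dose series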;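 also: fluorescence reports GDP produced by GAP-driven GTP hydrolysis; strong numbers were not always called active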
# WT yeast gro inh = growth inhibition of WT strain, primary screen, mitochondrial fusion inhibitor project, WT and mutant strains, chemical genetic; mitochondrial fusion phenotypic screen; inhibition, % at 10 µM; 2.1% of 190,000 active; in the data active = inhibition above about 58%; tested in S. cerevisiae
# Myeloid diff MLP = induction of myeloid progenitor differentiation, primary screen, cell-based, flow cytometry, MLPCN library. ER-HoxA9 myeloid progenitors, lysozyme-GFP differentiation. calls only at 10 µM. 1% of 360,000 active. AID 624256, 2012;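 active = normalized GFP-positive differentiation at or above the plate's own cutoff, the solvent-only control mean plus 3 SD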;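 also: cells exposed to compound for four days before flow analysis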
# WT yeast gro inh mutant strain = recorded beside WT yeast gro inh, whose call it bears; inhibition, %; mitochondrial fusion phenotypic screen, mutant strain inhibition
# bCat nuc transl cell count 5 µM = second read-out of bCat nuc transl, no call of its own (marks repeat the call); cell count; measured here: cell count, cytotoxicity flag
# T cell modulator vesicle-bound % = second read-out of T cell modulator, no call of its own (marks repeat the call); double positive events, %; measured here: CD8+ vesicle-bound cell fraction;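 binding gate set so that unloaded-vesicle control wells show 10% double positive cells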
# Myeloid diff MLP GFP+ MAC1+ % = also measured in Myeloid diff MLP; calls as there; GFP+ MAC1+ double positive, %; measured here: differentiation confirmed by MAC1 staining
# The depositor's hits bear a star; i = inactive; . = not tested or not shown.
SMILES	RSV antiviral HEp-2	Salmonella PhoP GFP	Large T inhibition	bCat nuc transl	bCat nuc transl cell count 5 µM	West Nile virus CPE	T cell modulator	T cell modulator vesicle-bound %	Rac1 GTP hydrolysis	WT yeast gro inh	WT yeast gro inh mutant strain	Myeloid diff MLP	Myeloid diff MLP GFP+ MAC1+ %
Cc1cc(C)c(C(N)=O)c(Nc2cccc(Cl)c2)n1	0.8%	-2%	8%	0.3	977	0.5%	i	37	4%	-15	5	i	7.7
N=C(N)SCc1nc2ccccn2c1Br	2.6%	-8%	15%	1.7	1100	-0.5%	i	11	4%	3	20	i	0.6
O=C(COC(=O)c1ccccn1)Nc1cc(Cl)ccc1Cl	1.6%	-3%	17%	-1.1	1058	0.1%	i	28	14%	-19	-4	i	1.0
C#Cc1ccc([C@H]2C=C(C(=O)OCC=C)O[C@@H](OCc3ccc(CO)cc3)C2)cc1	10%	.	16%	.	.	-0.3%	i	28	15%	.	.	i	0.1
COc1ccccc1Nc1n[nH]c(=S)s1	1.6%	-6%	23%	-1.0	1082	-0.1%	i	23	57µM*	-12	20	i	0.4
O=C1[C@H]2[C@@H](c3ccc(Cl)cc3)N3C(=O)N(c4cccc(Cl)c4)C(=O)[C@@]3(Cc3ccccc3)[C@H]2C(=O)N1C1CCCCC1	7.4%	11%	7%	.	.	.	i	11	8%	.	.	i	1.3
COc1ccc(CCNS(=O)(=O)c2ccc3c(c2)oc(=O)n3C)cc1OC	1.3%	-7%	7%	-3.5	1230	-0.3%	i	28	-7%	1	3	i	3.5
Cc1oc(C)c(C(=O)O)c1COc1ccc(C(=O)O)cc1	2.0%	-6%	4%	-4.6	1242	1.0%	i	53	6%	11	16	i	1.8
CCCCCC(=O)Nc1c(-c2ccc(OC)cc2)c(=O)c2ccccc2n1C	0.8%	-3%	4%	1.8	1120	-0.7%	i	12	9%	-5	-35	i	0.4
O=[N+]([O-])c1cc(S(=O)(=O)Nc2ccccc2)ccc1-n1nnc2ccccc21	21%	-2%	2%	1.7	1460	0.2%	i	33	11%	-15	-10	i	0.7
CCN(c1ccccc1)S(=O)(=O)c1cnc[nH]1	2.2%	13%	7%	-0.5	1016	-0.4%	i	.	2%	59*	2.5*	i	1.0
CCOC(=O)c1c(-c2cccc(N)c2)cn2ccccc12	-0.2%	5%	8%	-2.8	985	-0.9%	i	18	5%	-10	-10	i	0.6
CC1C(=O)N2CCCc3cc(S(=O)(=O)N(C)Cc4ccccc4)cc1c32 (stereo unspecified)	0.8%	-1%	10%	.	.	0.6%	i	19	9%	.	.	i	4.0
CCOC(=O)C1CCN(C(=O)CCNC(=O)Cn2cnc3ccccc3c2=O)CC1	0.0%	-4%	11%	.	.	-0.3%	i	48	3%	.	.	i	0.8
CSc1ccccc1NC(=S)NC1CCCCC1	3.1%	-5%	14%	-3.2	1151	0.1%	i	45	2%	0	-5	i	0.1
Cc1ccc(S(=O)(=O)NCCCN2CCCC2)cc1	-0.1%	9%	13%	.	.	-0.7%	i	61	7%	.	.	i	0.5
O=C(C1=C[C@H](c2csc3ccccc23)C[C@H](OCc2ccc(CO)cc2)O1)N1CCN(Cc2ccc3c(c2)OCO3)CC1	7.7%	-4%	5%	-2.2	1165	-0.1%	i	13	14%	98*	32*	i	0.6
Cc1ccc(C(=O)COC(=O)C2CC(=O)N(c3nc(-c4ccccc4)cs3)C2)cc1C (stereo unspecified)	0.9%	-6%	22%	-0.8	1205	0.3%	i	37	-3%	5	17	i	0.6
Cc1cc(-c2nnc(SCC(=O)Nc3nccs3)o2)no1	0.1%	8%	17%	0.4	1308	0.1%	i	36	13%	.	.	i	0.1
CCOc1ccccc1NC(=O)Cn1[nH]c(=O)c2ccccc2c1=O	2.6%	0%	10%	3.5	985	-0.3%	i	38	4%	-6	9	i	0.6

# Whole records as entered above.
# Listed for Cc1ccc(C(=O)COC(=O)C2CC(=O)N(c3nc(-c4ccccc4)cs3)C2)cc1C (stereo unspecified) → RSV antiviral HEp-2 = 0.9%; Salmonella PhoP GFP = -6%; Large T inhibition = 22%; bCat nuc transl = -0.8; bCat nuc transl cell count 5 µM = 1205; West Nile virus CPE = 0.3%; T cell modulator = i; T cell modulator vesicle-bound % = 37; Rac1 GTP hydrolysis = -3%; WT yeast gro inh = 5; WT yeast gro inh mutant strain = 17; Myeloid diff MLP = i; Myeloid diff MLP GFP+ MAC1+ % = 0.6
# Listed for O=C(COC(=O)c1ccccn1)Nc1cc(Cl)ccc1Cl → RSV antiviral HEp-2 = 1.6%; Salmonella PhoP GFP = -3%; Large T inhibition = 17%; bCat nuc transl = -1.1; bCat nuc transl cell count 5 µM = 1058; West Nile virus CPE = 0.1%; T cell modulator = i; T cell modulator vesicle-bound % = 28; Rac1 GTP hydrolysis = 14%; WT yeast gro inh = -19; WT yeast gro inh mutant strain = -4; Myeloid diff MLP = i; Myeloid diff MLP GFP+ MAC1+ % = 1.0

# (further entries)
SMILES	RSV antiviral HEp-2	Salmonella PhoP GFP	Large T inhibition	bCat nuc transl	bCat nuc transl cell count 5 µM	West Nile virus CPE	T cell modulator	T cell modulator vesicle-bound %	Rac1 GTP hydrolysis	WT yeast gro inh	WT yeast gro inh mutant strain	Myeloid diff MLP	Myeloid diff MLP GFP+ MAC1+ %
Cc1csc(=O)n1CCC(=O)OCC(=O)NCc1ccc(F)cc1	-2.4%	-2%	9%	.	.	.	i	42	7%	.	.	i	1.3
Cc1c(Cl)cccc1NC(=O)Nc1cc(C(C)(C)C)nn1C	5.8%	-8%	1%	-2.5	1137	-0.4%	i	36	4%	.	.	i	0.4
O=P(O)(CN1CCCCC1)CN1CCCCC1	.	1%	6%	-1.5	1098	0.3%	.	.	.	21	15	.	.
Cn1cc(CN2CCCC(C(=O)Nc3cccc(-c4cc5ccccc5[nH]4)c3)C2)cn1 (stereo unspecified)	4.5%	-1%	24%	.	.	20%	i	32	9%	.	.	i	0.6
CCN(C(=O)COC(=O)CCC(=O)c1cccs1)c1c(N)n(Cc2ccccc2)c(=O)[nH]c1=O	-0.4%	3%	11%	.	.	.	i	44	7%	.	.	i	1.2
COc1cc(C(=O)Nc2nnc(C3=COCCO3)o2)cc(OC)c1OC	0.7%	-6%	9%	.	.	0.1%	i	7	6%	.	.	i	0.8
Cc1ccc(N(Cc2ccccc2O)C(=O)c2ccccc2F)cc1	6.6%	1%	9%	.	.	-0.7%	i	60	2%	.	.	i	0.3
Cc1ccc(C(=O)N/N=C/c2sc(=O)n(Cc3cccc(C(=O)O)c3)c2Cl)cc1	1.3%	-7%	6%	0.4	1319	0.3%	i	48	12%	7	2	.	.
CCOc1ccccc1N1CCN(S(=O)(=O)c2cccc3nsnc23)CC1	0.1%	-2%	2%	-0.1	981	-0.8%	i	32	4%	-4	-4	i	3.3
OC(CN1CCOCC1)Cn1c(-c2cccc(Cl)c2)nc2ccccc21 (stereo unspecified)	0.5%	-9%	12%	.	.	-0.2%	i	28	4%	-9	-1	i	1.8
Cc1ccc(NC(=O)CSCc2ccc(F)cc2)cc1	3.4%	-6%	11%	-1.4	600	0.2%	i	27	8%	-21	0	i	0.1
Oc1ccc(Br)cc1C=Nc1ccc2[nH]ncc2c1	1.1%	1%	15%	-0.4	971	0.2%	i	50	32µM*	1	-2	i	0.6
CCOC(=O)c1c(NC(=O)c2ccc(-n3cnnn3)cc2)sc2c1CCCC2	.	-5%	-4%	0.7	980	0.5%	.	.	6%	-12	-9	i	0.7
COc1ccc(CNC(=O)CC23CC4CC(CC(C4)C2)C3)cc1	0.6%	7%	1%	.	.	-0.2%	i	10	7%	.	.	i	0.9
CC1=NC(C(F)(F)F)(C(F)(F)F)C(C#N)=C(C)N1	1.8%	7%	9%	-0.9	1166	0.4%	i	38	6%	-1	-27	i	1.6
CCCS(=O)(=O)c1ncc(Cl)c(C(=O)Nc2ccc(S(=O)(=O)Nc3ncccn3)cc2)n1	1.2%	-4%	26%	.	.	0.0%	i	60	15%	.	.	i	3.2
O=C(CS(=O)(=O)c1ccccc1)N(CCCN1CCOCC1)c1nc2c(F)cccc2s1	-0.4%	-3%	13%	.	.	.	i	55	6%	.	.	i	0.6
COn1c(=O)c(-c2cccs2)[n+]([O-])c2ccccc21	2.2%	9%	0%	-0.9	1244	0.4%	i	46	8%	12	18	i	1.0
O=C(NCCc1ccccc1)C1CCC(CNc2nc(=S)[nH]c3ccccc23)CC1 (stereo unspecified)	-2.0%	2%	-1%	-1.7	1049	-1.1%	i	11	4%	-8	-2	i	0.7
COC(CNC(=O)CCc1c(C)nc2c(-c3ccc(F)cc3)c(C)nn2c1C)OC	-0.2%	0%	5%	-6.6	1130	-0.3%	i	8	9%	7	1	i	0.4
CCOC(=O)c1c(C)[nH]c(C)c1C(=O)COC(=O)c1ccc([N+](=O)[O-])s1	1.2%	.	.	.	.	.	i	56	1%	.	.	i	0.8
Cc1noc(C)c1CSCC(=O)Nc1ccc(S(C)(=O)=O)cc1	1.8%	.	.	.	.	.	i	19	5%	.	.	i	1.0
N#Cc1cn(OCc2ccccc2)c(=O)[nH]c1=O	1.8%	-22%	11%	.	.	0.3%	i	40	6%	-1	1	i	0.6
N#CC1C(C#N)N2CCCN2C1c1ccc(Cl)cc1 (stereo unspecified)	0.5%	2%	-1%	-3.2	623	0.6%	i	38	-1%	-17	-10	i	1.0
O=C(N/N=C/c1cccn1-c1cccc(C(=O)O)c1)Nc1ccccc1	1.2%	-19%	13%	1.2	968	-0.7%	i	52	13%	3	4	i	0.8
Cc1ccc(C)c(N2CCN(C(=O)CC3Sc4ccccc4NC3=O)CC2)c1 (stereo unspecified)	1.2%	13%	8%	-1.3	1335	-0.2%	i	12	.	57	0	.	.
CCOC(=O)c1c(C)[nH]c(C(=O)OCC(=O)Nc2cccnc2Cl)c1C	20%	-7%	12%	.	.	.	i	55	2%	.	.	i	0.3
CCOC(=O)Nc1cc(OC)c(OC)cc1Cc1nccc2cc(OC)c(OC)cc12	2.3%	2%	12%	-1.6	1083	0.3%	i	43	0%	-16	-3	i	4.9
Cc1c(C(=O)Nc2c(F)cccc2F)sc2ncnc(N3CCN(c4ccccc4)CC3)c12	20%	6%	6%	2.1	1049	.	i	55	12%	27	-1	i	0.8
Cc1cc(C)c(NC(=O)C2CCCCN2C)c(C)c1 (stereo unspecified)	1.2%	2%	-2%	.	.	-0.1%	i	29	7%	2	-5	i	1.3
O=C(CCSc1ccccc1)Nc1nccs1	0.8%	-7%	-6%	0.3	1044	0.2%	i	28	5%	7	-2	i	0.4
